From PubChem
STAT1 inh: STAT1 signaling inhibition | NIH 3T3 STAT1-luciferase reporter, IFN-gamma, luminescence | inhibition, % at 5.5 µM | 0.35% of 200,000 active | AID 920;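 active = inhibition above a set limit, the mean inhibition across all tested compounds plus 3 SD, cut at about 34% in these data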;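 note: 0% = IFN-gamma with DMSO and 100% = IFN-gamma with 300 µM nifuroxazide; values of inactives mirror those of a sister screen read the other way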
PPARg SRC2 recr: promotes SRC-2 coactivator recruitment by human PPARgamma. PPARgamma LBD-SRC-2 recruitment, biochemical. 0.34% of 200,000 active. P37231. activation, % at 8 µM; in the data active = activation above about 22%;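 note: 0% = vehicle and 100% = reference agonist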
Target sequence (P37231 whole entry, looked up, the tested form may be a part): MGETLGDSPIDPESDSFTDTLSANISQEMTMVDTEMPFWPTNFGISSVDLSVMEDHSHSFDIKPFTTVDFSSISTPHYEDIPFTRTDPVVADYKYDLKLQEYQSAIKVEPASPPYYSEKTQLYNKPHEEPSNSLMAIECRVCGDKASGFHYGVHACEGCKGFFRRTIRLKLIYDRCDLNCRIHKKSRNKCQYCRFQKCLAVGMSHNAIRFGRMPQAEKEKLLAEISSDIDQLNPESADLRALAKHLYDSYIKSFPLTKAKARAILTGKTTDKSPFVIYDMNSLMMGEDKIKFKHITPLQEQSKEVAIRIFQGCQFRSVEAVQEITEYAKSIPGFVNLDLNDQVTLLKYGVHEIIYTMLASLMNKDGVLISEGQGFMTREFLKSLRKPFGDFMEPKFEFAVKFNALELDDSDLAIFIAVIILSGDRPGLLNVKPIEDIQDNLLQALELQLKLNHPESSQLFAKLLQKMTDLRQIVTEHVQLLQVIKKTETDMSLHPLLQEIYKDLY
STAT3 act: STAT3 signaling activation; 0.91% of 190,000 active; AID 871; U3A cells, IL-6 STAT3-luciferase reporter, luminescence; 100% = signal with IL-6 EC80 alone; activation (% of control), % at 5.6 µM;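 active = activation above the screen-wide mean of compound activation plus 3 SD, cut at about 130% in these data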;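 note: 0% = background luminescence of wells with medium and substrate only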
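Test system: human U3A cells carrying STAT3-luciferase construct; control set: IL-6-only wells as 100% reference; timing: compound pre-incubation 1 h before IL-6, then 6 h stimulation at 37 °C; also added: IL-6 stimulus at 33 ng/mL final; evaluation: % activation versus median of IL-6-stimulated wells; detection: reporter luminescence signal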
S1P3 antag: antagonists of human S1P3 receptor; Q99500; CHO S1P3 NFAT-BLA reporter, FRET fluorescence, antagonist mode; inhibition, % at 4.98 µM; 0.27% of 170,000 active;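 active = inhibition above the plate cutoff, the mean inhibition of test wells on that plate plus 3 SD, cut at about 28% in these data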;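 note: cells challenged with S1P at its EC80 of 0.8 µM; blue over green emission ratio from cleaved BLA substrate after 4 h stimulation; 0% = S1P-stimulated wells and 100% = unstimulated DMSO-only wells; some compounds past the cut are filed as inactive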
Target sequence (Q99500 whole entry, looked up): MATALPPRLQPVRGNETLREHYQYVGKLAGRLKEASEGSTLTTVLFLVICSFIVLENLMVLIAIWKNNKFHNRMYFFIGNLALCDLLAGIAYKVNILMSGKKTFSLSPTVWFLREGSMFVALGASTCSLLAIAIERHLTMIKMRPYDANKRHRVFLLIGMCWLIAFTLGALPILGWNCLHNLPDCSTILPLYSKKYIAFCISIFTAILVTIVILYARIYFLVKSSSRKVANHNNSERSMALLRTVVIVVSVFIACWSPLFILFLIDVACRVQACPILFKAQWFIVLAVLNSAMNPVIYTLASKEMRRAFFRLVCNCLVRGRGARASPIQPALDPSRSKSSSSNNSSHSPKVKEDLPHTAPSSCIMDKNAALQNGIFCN
TR-FRET SRC-2 ct: counter-screen for PPARgamma SRC-2 recruitment agonists: TR-FRET artefact; 0.4% of 200,000 active; hits give high values; AID 1049; TR-FRET ratio at 8 µM; in the data active = TR-FRET ratio above about 2000; note: inactives centre near 1500
ROMK primary: modulates human ROMK potassium channel activity; P48048; Tet-inducible ROMK, thallium flux fluorescence; actives lie on both sides; B-score at 10 µM; 2% of 130,000 active;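 active = signal ratio slope over the read window, or its plate-corrected B-score, at least 3 SD from the plate mean, either direction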;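 note: B-score of the F/F0 ratio slope over 7 to 12 s after thallium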
PPARg SRC-3 ag: PPARgamma-driven SRC-3 recruitment agonism. activation, % at 8 µM. biochemical PPARgamma/SRC-3 coactivator recruitment assay. 0.26% of 200,000 active. P37231; in the data active = activation above about 23%;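 note: 0% = DMSO and 100% = reference agonist; some compounds past the cut are filed as inactive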
STAT3 blocker: inhibitors of IL-6 induced STAT3 signaling. U3A cells, IL-6 STAT3-luciferase reporter, luminescence; host cell line lacks STAT1. AID 862. inhibition, % at 5.5 µM. 0.89% of 190,000 active;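 active = inhibition above the mean inhibition across all screened compounds plus 3 SD, cut at about 44% in these data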;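 note: 0% = DMSO only wells and 100% = 100 µM nifuroxazide control wells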
RAM network inh: inhibitors of the yeast RAM network. inhibition, % at 50 µM. 1.8% of 190,000 active. S. cerevisiae dse1pr::URA3 reporter, 5-FOA growth OD615, 2 d; analog-sensitive cbk1-as2 kinase mutant strain;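 active = inhibition above a set limit, 3 SD over mean compound inhibition, cut at about 8.4% in these data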;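 note: 0% = DMSO-only wells with no growth and 100% = 10 µM 1-NA-PP1 full growth; inhibition rescues growth on 5-FOA so higher OD means more RAM inhibition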
PPARg SRC-1 ag: promotes SRC-1 coactivator recruitment by human PPARgamma; PPARgamma-SRC-1 coactivator recruitment biochemical assay; activation, % at 8 µM; 0.41% of 200,000 active; AID 631; in the data active = activation above about 19%;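 note: 0% = DMSO and 100% = reference agonist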
TLR4 MyD88 comp: inhibitors of human TLR4-MyD88 binding. O00206+Q99836. HeLa CL3-4 TLR4/MyD88 BLA complementation, FRET ratio. inhibition, % at 8.4 µM. 0.18% of 200,000 active; in the data active = inhibition above about 25%;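 note: 0% = vehicle and 100% = reference inhibitor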
Active calls of the source: *. An unsorted share of the library; about 5.6% have a hit in one of these screens.

`CN(C)c1cccc(C(=O)NCc2ccccc2)c1` gave STAT1 inh -17, PPARg SRC2 recr 7, STAT3 act 100, S1P3 antag -5, TR-FRET SRC-2 ct 1813, ROMK primary 0.46, PPARg SRC-3 ag 2, STAT3 blocker 6, RAM network inh 0.1, PPARg SRC-1 ag 2 and TLR4 MyD88 comp 4.
Screening O=S(=O)(Nc1ccc2cn[nH]c2c1)c1ccccc1 returned STAT1 inh 0, PPARg SRC2 recr 5, STAT3 act 109, S1P3 antag -3, TR-FRET SRC-2 ct 1390, ROMK primary -0.0073, PPARg SRC-3 ag -2, STAT3 blocker -2, RAM network inh -0.5, PPARg SRC-1 ag 5 and TLR4 MyD88 comp -10.
CCOc1ccc(-c2c[n+]3c(n2-c2ccccc2)CCCCC3)cc1 was read as STAT1 inh 28, PPARg SRC2 recr -4, STAT3 act 51, S1P3 antag -13, TR-FRET SRC-2 ct 1429, PPARg SRC-3 ag 4, STAT3 blocker 56*, RAM network inh -0.8, PPARg SRC-1 ag -8 and TLR4 MyD88 comp 2.
`O=[N+]([O-])c1ccc(Sc2n[nH]c(-c3ccco3)n2)nc1` gave STAT1 inh -7, PPARg SRC2 recr 2, STAT3 act 99, S1P3 antag -6, TR-FRET SRC-2 ct 1511, PPARg SRC-3 ag 3, STAT3 blocker 4, RAM network inh 0.5, PPARg SRC-1 ag 2 and TLR4 MyD88 comp 12.
Screening COc1ccc(N=C2SC(CC(=O)Nc3ccccc3OC)C(=O)N2Cc2ccco2)cc1 (stereo not drawn) returned STAT1 inh 5, PPARg SRC2 recr -3, STAT3 act 91, S1P3 antag -2, TR-FRET SRC-2 ct 1549, ROMK primary -1.7, PPARg SRC-3 ag -2, STAT3 blocker 9, RAM network inh 2.5, PPARg SRC-1 ag 4 and TLR4 MyD88 comp -7.
For CC(=O)c1sc(N2CCOCC2)nc1-c1ccccc1 the results were STAT1 inh 14, PPARg SRC2 recr 17, STAT3 act 109, S1P3 antag -7, TR-FRET SRC-2 ct 2097*, ROMK primary -0.77, PPARg SRC-3 ag 27*, STAT3 blocker -6, RAM network inh 1.5, PPARg SRC-1 ag 33* and TLR4 MyD88 comp -3.
Screening CC(C)CCn1cnc2c(cnn2-c2ccc(F)cc2)c1=O returned STAT1 inh -33, PPARg SRC2 recr -3, STAT3 act 99, S1P3 antag -43, TR-FRET SRC-2 ct 1358, ROMK primary 0.32, PPARg SRC-3 ag 1, STAT3 blocker 2, RAM network inh 0.9, PPARg SRC-1 ag 3 and TLR4 MyD88 comp 3.
Screening O=C(N/N=C/c1ccccc1)c1ccc(CN2C(=O)c3cccc4cccc2c34)cc1 returned STAT1 inh 2, PPARg SRC2 recr 2, STAT3 act 102, S1P3 antag -4, TR-FRET SRC-2 ct 1518, ROMK primary 0.3, PPARg SRC-3 ag 4, STAT3 blocker -3, RAM network inh 2.2, PPARg SRC-1 ag 12 and TLR4 MyD88 comp 1.
For Cn1c(C(=O)NCCCN2CCOCC2)cc2c(=O)n(C)c3ccccc3c21 the results were STAT1 inh -6, PPARg SRC2 recr 8, STAT3 act 98, S1P3 antag -41, TR-FRET SRC-2 ct 1527, PPARg SRC-3 ag -9, STAT3 blocker 11, RAM network inh 0.4, PPARg SRC-1 ag -1 and TLR4 MyD88 comp -2.
`Cc1cc(C)n2ncc(C(=O)Nc3ccc4c(c3)OCO4)c2n1` gave STAT1 inh -4, PPARg SRC2 recr -5, STAT3 act 87, S1P3 antag -4, TR-FRET SRC-2 ct 1520, PPARg SRC-3 ag -4, STAT3 blocker 20, RAM network inh 3.2, PPARg SRC-1 ag 9 and TLR4 MyD88 comp 6.
For CC(Oc1ccc(Cl)cc1)c1ccnc(N)n1 (stereo not drawn) the results were STAT1 inh -2, PPARg SRC2 recr -1, STAT3 act 108, S1P3 antag -12, TR-FRET SRC-2 ct 1572, ROMK primary 0.42, PPARg SRC-3 ag -2, STAT3 blocker 2, RAM network inh 0.1, PPARg SRC-1 ag 1 and TLR4 MyD88 comp 2.
For CN(C(=O)COC(=O)c1ccc(Cl)c(N)c1)c1ccccc1 the results were STAT1 inh -7, PPARg SRC2 recr -2, STAT3 act 101, S1P3 antag 14, TR-FRET SRC-2 ct 1596, PPARg SRC-3 ag 0, STAT3 blocker 3, RAM network inh 0.4, PPARg SRC-1 ag 1 and TLR4 MyD88 comp 9.
`COc1ccc(S(=O)(=O)NCC2CCCN(C(=O)c3cccnc3C)C2)cc1` (stereo not drawn) gave STAT1 inh -1, PPARg SRC2 recr 5, STAT3 act 101, S1P3 antag -11, TR-FRET SRC-2 ct 1457, ROMK primary -0.038, PPARg SRC-3 ag 2, STAT3 blocker 6, RAM network inh 0.6, PPARg SRC-1 ag -1 and TLR4 MyD88 comp -1.
CCOC(=O)C(NCc1ccccc1OC)(NC(C)=O)C(F)(F)F (stereo not drawn) was read as STAT1 inh 0, PPARg SRC2 recr 1, STAT3 act 96, S1P3 antag -38, TR-FRET SRC-2 ct 1514, PPARg SRC-3 ag 10, STAT3 blocker 7, RAM network inh 0.9, PPARg SRC-1 ag 6 and TLR4 MyD88 comp -8.
CCN(CC(=O)NCc1cccs1)c1nnnn1-c1ccccc1 was read as STAT1 inh 6, PPARg SRC2 recr 1, STAT3 act 106, S1P3 antag -19, TR-FRET SRC-2 ct 1444, PPARg SRC-3 ag -1, STAT3 blocker 1, RAM network inh -1.2, PPARg SRC-1 ag 3 and TLR4 MyD88 comp 14.
O=C(Nc1ccc(OCC(=O)N2CCC(Cc3ccccc3)CC2)cc1)c1ccco1 was read as STAT1 inh -6, PPARg SRC2 recr -5, STAT3 act 107, TR-FRET SRC-2 ct 1216, ROMK primary -3.1*, PPARg SRC-3 ag -4, STAT3 blocker -11, RAM network inh -1.1, PPARg SRC-1 ag 0 and TLR4 MyD88 comp 8.
Screening CCCCN(CC)Cc1ccc(CNC(=O)Nc2ccccc2)o1 returned STAT1 inh 7, PPARg SRC2 recr 3, STAT3 act 98, TR-FRET SRC-2 ct 1408, ROMK primary -1.8, PPARg SRC-3 ag 2, STAT3 blocker 6, RAM network inh 0.2, PPARg SRC-1 ag -2 and TLR4 MyD88 comp 7.
Screening COC(=O)c1ccc(CSc2nnc(CNC(=O)c3ccccc3F)o2)o1 returned STAT1 inh 1, PPARg SRC2 recr -2, STAT3 act 104, TR-FRET SRC-2 ct 1600, ROMK primary 0.62, PPARg SRC-3 ag 2, STAT3 blocker -5, RAM network inh 1.6, PPARg SRC-1 ag 2 and TLR4 MyD88 comp 2.
`C(=C1/CCCC2=C1Nc1ncnn1C2c1ccccc1)/c1ccccc1` (stereo not drawn) gave STAT1 inh 14, PPARg SRC2 recr -2, STAT3 act 68, TR-FRET SRC-2 ct 1323, PPARg SRC-3 ag -13, STAT3 blocker 40, RAM network inh 0.4, PPARg SRC-1 ag 0 and TLR4 MyD88 comp 4.
For NS(=O)(=O)c1ccc(N2CCCCCC2)c([N+](=O)[O-])c1 the results were STAT1 inh 4, PPARg SRC2 recr 3, STAT3 act 103, S1P3 antag -1, TR-FRET SRC-2 ct 1483, ROMK primary -0.89, PPARg SRC-3 ag 1, STAT3 blocker -1, RAM network inh 1.5, PPARg SRC-1 ag 6 and TLR4 MyD88 comp -10.
CSc1nsc(/C=C/Nc2ccc(O)cc2C)c1C#N was read as STAT1 inh 12, PPARg SRC2 recr 13, STAT3 act 86, S1P3 antag -14, TR-FRET SRC-2 ct 1803, ROMK primary 0.24, PPARg SRC-3 ag 11, STAT3 blocker 20, RAM network inh 2.2, PPARg SRC-1 ag 11 and TLR4 MyD88 comp 2.
For COc1ccc(N(CC(=O)Nc2cccc(C)c2)S(=O)(=O)c2c(C)n[nH]c2C)cc1 the results were STAT1 inh -1, PPARg SRC2 recr 3, STAT3 act 97, S1P3 antag -20, TR-FRET SRC-2 ct 1526, ROMK primary -0.35, PPARg SRC-3 ag -11, STAT3 blocker 8, RAM network inh -0.1, PPARg SRC-1 ag 4 and TLR4 MyD88 comp 13.
Screening O=C(c1ccco1)[C@@H]1[C@@H]2C(=O)N(c3ccccc3)C(=O)[C@@H]2C2c3ccccc3C=CN21 (stereo partly drawn) returned STAT1 inh 6, PPARg SRC2 recr 6, STAT3 act 109, S1P3 antag 4, TR-FRET SRC-2 ct 1496, ROMK primary -1.9, PPARg SRC-3 ag 1, STAT3 blocker -10, PPARg SRC-1 ag 6 and TLR4 MyD88 comp -3.
COC(=O)c1ccc(CSc2nnc(Nc3ccc(C)cc3)s2)o1 was read as STAT1 inh -4, PPARg SRC2 recr -2, STAT3 act 105, TR-FRET SRC-2 ct 1518, ROMK primary 1.6, PPARg SRC-3 ag -9, STAT3 blocker -5, RAM network inh 0.2, PPARg SRC-1 ag 1 and TLR4 MyD88 comp 3.
For O=C1C2ON(c3ccccc3)C(c3ccncc3)C2C(=O)N1c1ccc(N2CCOCC2)cc1 (stereo not drawn) the results were STAT1 inh -2, PPARg SRC2 recr 3, STAT3 act 94, S1P3 antag -21, TR-FRET SRC-2 ct 1564, PPARg SRC-3 ag 5, STAT3 blocker 12, RAM network inh 1.6, PPARg SRC-1 ag -4 and TLR4 MyD88 comp -5.
Cc1ccc(NC(=O)Nc2nnc(-c3ccncc3)s2)cc1C was read as STAT1 inh 3, PPARg SRC2 recr -7, STAT3 act 92, S1P3 antag -2, TR-FRET SRC-2 ct 1577, ROMK primary -0.041, PPARg SRC-3 ag 1, STAT3 blocker 13, RAM network inh 0.1, PPARg SRC-1 ag 4 and TLR4 MyD88 comp 7.
Nc1nc(SCc2ccc(Cl)cc2)[nH]c(=O)c1-c1ccccc1 was read as STAT1 inh -7, PPARg SRC2 recr -8, STAT3 act 86, TR-FRET SRC-2 ct 1377, ROMK primary -2, PPARg SRC-3 ag -6, STAT3 blocker 19, RAM network inh 3.1, PPARg SRC-1 ag -1 and TLR4 MyD88 comp -3.

Looked up by structure from the entries so far (3):
CSc1nsc(/C=C/Nc2ccc(O)cc2C)c1C#N was read as STAT1 inh 12, PPARg SRC2 recr 13, STAT3 act 86, S1P3 antag -14, TR-FRET SRC-2 ct 1803, ROMK primary 0.24, PPARg SRC-3 ag 11, STAT3 blocker 20, RAM network inh 2.2, PPARg SRC-1 ag 11 and TLR4 MyD88 comp 2.
Cc1ccc(NC(=O)Nc2nnc(-c3ccncc3)s2)cc1C was read as STAT1 inh 3, PPARg SRC2 recr -7, STAT3 act 92, S1P3 antag -2, TR-FRET SRC-2 ct 1577, ROMK primary -0.041, PPARg SRC-3 ag 1, STAT3 blocker 13, RAM network inh 0.1, PPARg SRC-1 ag 4 and TLR4 MyD88 comp 7.
Screening COC(=O)c1ccc(CSc2nnc(CNC(=O)c3ccccc3F)o2)o1 returned STAT1 inh 1, PPARg SRC2 recr -2, STAT3 act 104, TR-FRET SRC-2 ct 1600, ROMK primary 0.62, PPARg SRC-3 ag 2, STAT3 blocker -5, RAM network inh 1.6, PPARg SRC-1 ag 2 and TLR4 MyD88 comp 2.
